A549 tox – Nrf2 qHTS screen for inhibitors: counterscreen for cytotoxicity. Potency, µM (series often up to 46 µM), for inactives: at the highest dose activity change, negative = cytotoxicity, hits mostly inhibitors. A549 ARE-Fluc cells, CellTiter-Fluor viability, 18-24 h. actives 0.16% (n = 390,000); also: potency is read from the fitted curve at half-maximal effect; % is scaled to controls: 0 for no effect and ±100 for the full control effect
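A549 ARE-Fluc cells in 5% FBS OPTI-MEM, 5000 cells/well, rested 2 h then exposed to compounds in concentration-response for 18-24 h at 37 °C. Viability by CellTiter-Fluor fluorescence (Ex 405/Em 525) after 30 min; luciferase luminescence (BugLite, 15 min, RT) read afterwards.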
Nrf2 inh – Nrf2 qHTS screen for inhibitors. A549 ARE-Fluc reporter, luciferase luminescence, 18-24 h. Potency, µM (titrated, usually from 46 µM), without a hit: at the highest dose activity change, negative = inhibition, usual class: inhibitors. actives 2.1% (n = 360,000); also: potency is read from the fitted curve at half-maximal effect; % is scaled to controls: 0 for no effect and ±100 for the full control effect; nearly all actives have a fitted effect of over 60% in size
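Reporter: ARE-Fluc in A549. Exposure: 18-24 h, 37 °C, 5% CO2, 5% FBS OPTI-MEM. Readouts: fluorescent cytotoxicity (CellTiter-Fluor), then luminescent Nrf2 signal after BugLite.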
HepG2 viability – qHTS for Inhibitors of TGF-b: Cytotox Counterscreen; actives 0.76% (n = 410,000); Potency, µM (series often up to 46.1 µM), for the others: top-dose activity change, negative = cytotoxicity, actives largely listed as cytotoxic; HepG2 CAGA-GFP viability, ATP luminescence, 18 h; also: potency is read from the fitted curve at half-maximal effect; some results filed as inactive show a strong effect at the top dose
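CellTiter-Glo luminescence gave cytotoxicity after 18 hours at 37 degrees C. The cells were HepG2 CAGA-GFP in 1% FBS DMEM, stimulated with 500 pg/mL TGF-beta after compound addition. %Activity was normalised to no-cell wells (complete cell-killing) and DMSO (no toxicity), and curves were fitted and classified.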
Nrf2 ARE act – qHTS of Nrf2 Activators; actives 0.31% (n = 410,000); AREc32 ARE-luciferase reporter (MCF7-derived line), luminescence, 24 h; AID 624171, 2012; Potency, µM (series often up to 46.1 µM), inactives show at the highest dose activation, actives largely listed as activators; also: potency is read from the fitted curve at half-maximal effect; % of control where 0% means no effect; nearly all actives have a fitted effect of over 65% in size
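ARE activation measured as luciferase luminescence (Steady-Glo, 30 min RT) in AREc32_Fluc cells after 24 hr compound exposure at 37 deg C, 5% CO2; cells seeded overnight at 1000/well in OPTI-MEM, 5% FBS.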
IL-1B inflam inh – qHTS for Inhibitors of Inflammasome Signaling: IL-1-beta AlphaLISA Primary Screen; THP-1 LPS/ATP IL-1B secretion, AlphaLISA, 16 h; hits give low values; actives 4.7% (n = 360,000); activity change, % at 57.5 µM; in the data active = activity change below about -50%; inconclusive = mostly about -30% to -49%; also: % is scaled to controls: 0 for no effect and ±100 for the full control effect
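Secreted IL-1B measured by AlphaLISA bead assay after 16 h compound exposure of THP-1 cells; compounds (final up to 57.5 uM) added 1 h before LPS (250 ng/mL) and ATP (1.25 mM) stimulation; lower signal means less secretion.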
MCF10A rerep – A quantitative high throughput screen for small molecules that induce DNA re-replication in MCF 10a normal breast cells | Potency, µM (doses to about 46.1 µM), without a hit: top-dose activity, positive = re-replication, hits mostly activators | AID 624296, 2012 | actives 2.9% (n = 350,000) | MCF 10A DNA re-replication, Hoechst nuclear intensity, 48 h; also: potency is read from the fitted curve at half-maximal effect; % of control where 0% means no effect; nearly all actives have a fitted effect of over 50% in size
ATXN2 expr inh – Primary qHTS for Inhibitors of ATXN expression | HEK-293 ATXN2-luciferase reporter, luminescence, 24 h | Potency, µM (highest dose often 57 µM), without a hit: at the top dose activity change, negative = inhibition, actives largely listed as inhibitors | actives 0.72% (n = 360,000) | AID 1745845, 2022; also: potency is read from the fitted curve at half-maximal effect; % is scaled to controls: 0 for no effect and ±100 for the full control effect; nearly all actives have a fitted effect of over 55% in size
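ATXN2-luciferase reporter cells (luciferase flanked by upstream and downstream ATXN2 gene portions) were treated 24 h at 37 °C with compounds at up to 57 uM. SteadyGlo luminescence gave expression; GF-AFC fluorescence gave viability.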
ATXN viability – Viability Counterscreen for Primary qHTS for Inhibitors of ATXN expression; Potency, µM (top dose mostly 56.7 µM), most hits filed as cytotoxic; actives 0.49% (n = 400,000); S2 cells (HEK-293 line with an ATXN2-luciferase reporter) viability, CellTiter-Fluor protease fluorescence, 24 h; also: potency is read from the fitted curve at half-maximal effect; nearly all actives have a fitted effect of over 40% in size
TGFb inhibitor – qHTS for Inhibitors of TGF-b; HepG2 CAGA-GFP TGF-b/SMAD3 reporter, GFP fluorescence, 18 h; TGF-beta stimulated, 500 pg/mL final; Potency, µM (titrated, usually from 46.1 µM), inactives show at the top dose activity, negative = inhibition, usual class: inhibitors; actives 1.2% (n = 410,000); AID 588855, 2011; also: potency is read from the fitted curve at half-maximal effect; % is scaled to controls: 0 for no effect and ±100 for the full control effect; nearly all actives have a fitted effect of over 65% in size
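First, reporter cells (HEPG2 CAGA-GFP) rested 2 h at 37 degrees C. Next, compounds were pinned in and TGF-beta added to 500 pg/mL final. After 18 h, GFP was imaged per cell and summed per well.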
Active calls of the source: *; i = inactive; ? = inconclusive; nt = not tested or not shown; [ ] = remark or other dose. Unless noted, calls follow the shape of the dose curve; as a rule, active = well fitted curve in the direction sought with a large enough effect; inconclusive = small, poorly fitted or top-dose-only effect, or another doubt; inactive = no such curve, though single readings can be large; an effect the other way counts as inactive or inconclusive.

SMILES	A549 tox	Nrf2 inh	HepG2 viability	Nrf2 ARE act	IL-1B inflam inh	MCF10A rerep	ATXN2 expr inh	ATXN viability	TGFb inhibitor
Clc1ccc(CNc2nc(CN3CCOCC3)nc3scc(-c4ccccc4)c23)cc1	-17%	?	-29%	4.1%	?	13µM*	-21%	?	?
COc1ccc(CCNc2cc(C)nc(N)n2)cc1OC	-20%	-9%	4%	-0.9%	-2	-11%	nt	i	-16%
O=C(CN1C(=O)NC(CCc2ccccc2)C1=O)Nc1ccccc1C(F)(F)F (stereo not given)	0%	-1%	-10%	0.0%	-1	1%	-7%	i	1%
O=C(N=C1SC2CS(=O)(=O)CC2N1c1ccc(Cl)cc1)C1CCCO1 (stereo not given)	3%	-5%	-2%	1.3%	2	-2%	5%	i	4%
COc1ccccc1-n1c(SCC(=O)O)nc2c(sc(=S)n2-c2ccc(Cl)c(C)c2)c1=O	-3%	6%	-2%	-0.5%	-2	0%	nt	i	-2%
CCn1c(CCNC(=O)c2cccs2)nnc1SCC(=O)Nc1cccc(Cl)c1	nt	24%	-13%	2.4%	-21	2%	8%	i	7%
CNC(=O)C1CC(=O)N(CCc2ccc(C)cc2)C1 (stereo not given)	2%	24%	7%	0.1%	-1	6%	-3%	i	58%[activator]
Cc1cc(C)c(C(=O)Nc2cccc(F)c2)c(Cl)n1	-3%	-17%	4%	-0.6%	-3	0%	nt	i	1%
c1ccc(-c2ccc3ncccc3n2)cc1	nt	nt	-14%	5.1%	-19	nt	16%	i	-15%
COc1ccc(-c2cc(C(=O)Nc3sc4c(c3C#N)CCCC4)no2)cc1OC	8%	8%	3%	-0.4%	nt	nt	4%	i	32%[activator]
O=C(Nc1c(C(=O)N2CCCC2)cnn1-c1ccccc1)c1cccc(F)c1	-3%	0%	1%	0.3%	7	1%	-7%	i	9%
Cc1nc(NC(=O)CCC(=O)O)sc1C(=O)N(C)C	-4%	3%	20%	0.4%	-5	-2%	-1%	i	34%
CNC(=S)NC1CC2CCC(C1)N2Cc1ccccc1 (stereo not given)	9%	-16%	-7%	0.2%	9	-3%	-8%	i	-1%
CN(C)S(=O)(=O)c1ccc2c(c1)c(=O)c(C(=O)N1CCN(c3ccccn3)CC1)cn2C	-4%	8%	-2%	-1.2%	25	9%	-4%	i	5%
COc1ccc(NC(=O)C(c2ccc(OC)cc2)N(C)C(=O)c2cnccn2)cc1 (stereo not given)	-13%	?	-4%	0.1%	-6	1%	1%	i	23%
O=C(CSc1cn(CCNC(=O)c2c(F)cccc2F)c2ccccc12)NCC1CCCO1 (stereo not given)	0%	-3%	0%	-0.2%	0	-2%	0%	i	?
CCCCCOc1ccc(C(C)(O)C(CN2CCOCC2)c2ccccc2)cc1 (stereo not given)	-9%	-19%	-68%	0.4%	?	?	nt	i	?
CC(C)(C)C1CCc2nc(NC(=O)Cc3cn4ccsc4n3)sc2C1 (stereo not given)	-8%	14%	4%	3.4%	-5	?	49%[activator]	i	?
O=S(=O)(NCc1cc(-c2ccccc2Cl)no1)c1ccc(Cl)cc1	-1%	-12%	-23%	-0.4%	11	?	?	i	1%
C[C@H]1CN([C@@H](C)CO)S(=O)(=O)c2ccc(Br)cc2O[C@H]1CN(C)C(=O)c1cccc(F)c1	nt	nt	17%	-0.7%	-6	nt	-6%	i	?

The final two records of the part above come first, to join the parts.
SMILES	A549 tox	Nrf2 inh	HepG2 viability	Nrf2 ARE act	IL-1B inflam inh	MCF10A rerep	ATXN2 expr inh	ATXN viability	TGFb inhibitor
O=S(=O)(NCc1cc(-c2ccccc2Cl)no1)c1ccc(Cl)cc1	-1%	-12%	-23%	-0.4%	11	?	?	i	1%
C[C@H]1CN([C@@H](C)CO)S(=O)(=O)c2ccc(Br)cc2O[C@H]1CN(C)C(=O)c1cccc(F)c1	nt	nt	17%	-0.7%	-6	nt	-6%	i	?
CCCNC(=O)C(Cc1cccc(Br)c1)NC(=O)c1ccc(C#N)cc1 (stereo not given)	1%	3%	-16%	-0.8%	-13	7%	5%	i	-4%
COc1ccc(OC)c(CNC(=O)CCc2cn(C)c3ccccc23)c1	5%	6%	-7%	0.5%	27	8%	-3%	i	-6%
COC(=O)c1[nH]c2ccc(Br)cc2c1NC(=O)CN1CCCc2ccccc21	-23%	?	-27%	0.8%	-53*	?	-16%	i	-25%
Cc1c(C(=O)NNC(=O)c2cccnc2)cccc1[N+](=O)[O-]	-3%	16%	-3%	0.2%	-4	-7%	nt	i	7%
CCCc1cc(=O)[nH]c(SCC(=O)Nc2ccc(C)cc2)n1	1%	-2%	-5%	-0.1%	4	-11%	-20%	i	3%
CC1(C)CC(=O)C=C(c2ccc(COC(=O)Cc3ccccc3)cc2)C1=O	nt	nt	-3%	2.2%	29	nt	3%	i	10%
c1ccc(CN2CC[C@@H](Nc3nccn4ccnc34)C2)cc1	nt	nt	1%	0.3%	-7	nt	-1%	i	-4%
Cc1ccc(S(=O)(=O)NCCC(=O)NCCc2ccccc2)cc1	2%	25%	1%	0.3%	4	-11%	19%	i	-1%
O=C(/C=C/c1ccccc1F)c1ccoc1	-1%	1%	-29%	?	-25	?	1%	i	?
CCn1cc(C(=O)NCCc2ccc(Cl)cc2)c(=O)c2cc(S(=O)(=O)N3CCCCCC3)ccc21	11%	8%	0%	-0.3%	nt	nt	4%	i	22%
Cc1ccccc1NC(=O)c1ccc2c(c1)CCN2S(C)(=O)=O	-11%	-8%	10%	3.2%	-5	0%	-12%	i	-4%
NC(=O)Cn1cc(/C=N/NC(=O)c2ccc(Cn3cc(Cl)cn3)o2)c(-c2ccccc2)n1	4%	-8%	0%	-0.2%	22	0%	-2%	i	-1%
CCCc1cc(=O)[nH]c(SCC(=O)c2ccc(S(=O)(=O)N3CCCC3)cc2)n1	-5%	27%	-22%	27%	6	3%	24%	i	4%
CCC(C)NC(=O)c1cc2cc3ccc(OC)cc3nc2o1 (stereo not given)	-9%	22%	5%	3.7%	-21	-7%	79%[activator]	i	-10%
C=C(C)c1ccc(C(C)(C)NC(=O)N2CCN(C)CC2)cc1	-2%	nt	1%	-0.4%	29	-2%	-2%	i	-33%
O=C(NCc1ccccn1)c1cn(Cc2ccccc2)nn1	-4%	12%	-1%	-0.1%	10	-3%	5%	i	8%
COC(=O)CN1C(c2ccc(Cl)cc2)=Nc2ccc(Cl)cc2C1c1ccccc1 (stereo not given)	-15%	-11%	-29%	3.5%	8	?	3%	?	?
CNC(=S)N/N=C/c1cn(Cc2ccc(C)cc2)c2ccccc12	-10%	-29%	1%	2.0%	-8	?	-16%	?	?
Cn1nc(-c2ccccc2)cc1NC(=O)Nc1ccccc1F	1%	13%	-12%	3.3%	nt	-28%	24%	i	-26%
Cn1cc(C=O)c2cc(F)ccc21	0%	12%	-9%	0.2%	16	4%	nt	i	4%

Given comma-delimited: entries from further up
smiles,A549 tox,Nrf2 inh,HepG2 viability,Nrf2 ARE act,IL-1B inflam inh,MCF10A rerep,ATXN2 expr inh,ATXN viability,TGFb inhibitor
COc1ccc(OC)c(CNC(=O)CCc2cn(C)c3ccccc23)c1,5%,6%,-7%,0.5%,27,8%,-3%,i,-6%
COC(=O)c1[nH]c2ccc(Br)cc2c1NC(=O)CN1CCCc2ccccc21,-23%,?,-27%,0.8%,-53*,?,-16%,i,-25%
Cc1c(C(=O)NNC(=O)c2cccnc2)cccc1[N+](=O)[O-],-3%,16%,-3%,0.2%,-4,-7%,nt,i,7%
CCCc1cc(=O)[nH]c(SCC(=O)Nc2ccc(C)cc2)n1,1%,-2%,-5%,-0.1%,4,-11%,-20%,i,3%

The results go on:
SMILES	A549 tox	Nrf2 inh	HepG2 viability	Nrf2 ARE act	IL-1B inflam inh	MCF10A rerep	ATXN2 expr inh	ATXN viability	TGFb inhibitor
Cc1ccc(Sc2ccc(C(=O)N(C)C)cc2[N+](=O)[O-])cc1	-9%	-12%	-7%	-0.1%	10	30%	nt	i	-9%
O=C(CSc1ncc(C(=O)O)n1-c1ccc(F)cc1)NCc1ccc2c(c1)OCO2	1%	2%	-13%	0.1%	35	-2%	-12%	i	10%
Cc1ccc2cc3c(NC(=O)c4cccnc4)nn(C)c3nc2c1	-8%	nt	11%	2.6%	-10	?	-6%	i	-12%
CSc1ccccc1NC(=O)COC(=O)c1ccc(O)cc1	-6%	6%	-23%	8.0%	36	-19%	1%	i	7%
O=C(O)CCCCC1SCC2NC(=O)NC21 (stereo not given)	10%	-10%	-8%	-0.1%	-56*	19%	-5%	i	-3%
CC(C)(C)NC(=O)C(c1ccncc1)N(C(=O)Cn1nnc(-c2ccc(F)cc2)n1)c1ccccc1 (stereo not given)	-1%	3%	4%	2.4%	-9	5%	-21%	i	-3%
CC(C)Oc1ccc(CNC(=O)c2cccc(NC(=O)c3nsc4ccccc34)c2)cc1	2%	nt	-24%	4.2%	nt	nt	35%[activator]	?	?
CCOC(=O)C(=O)N1CCN(CC)CC1	0%	32%	2%	0.1%	4	6%	4%	i	-8%
COc1cccc(CNCc2ccccc2OC)c1	0%	15%	-21%	0.2%	-11	0%	nt	i	-6%
CN(N=Cc1cccc2cccnc12)c1ccc([N+](=O)[O-])cc1[N+](=O)[O-]	2%	-15%	4%	3.2%	8	5%	-2%	?	-9%
Fc1ccc(-c2csc(NC3=NCCC3)n2)cc1	1%	?	-16%	0.9%	?	?	16%	i	5%
CN(Cc1cccnc1)C(=O)CC1C(=O)NCCN1CC(c1ccccc1)c1ccccc1 (stereo not given)	-14%	-29%	-16%	-0.8%	30	-4%	nt	i	-18%
Cc1ccc(-c2ccc(CCC(=O)O)o2)cc1	10%	7%	-13%	2.9%	-5	?	11%	i	13%
CCCn1cc(CN2CCC(n3nccc3NC(=O)c3ccccc3)CC2)c(C)n1	4%	11%	-3%	0.1%	6	15%	1%	?	19%

Screening results as filed in PubChem.
